High-throughput results: PubChem, National Center for Advancing Translational Sciences (NCATS)
TCR activator – T cell receptor activation; primary human leukocytes, anti-CD3, IL-2 HTRF, 48 h; Potency, µM (series often up to 9.22 µM), for the others: top-dose activation of IL-2 secretion, hits mostly activators; 330,000 tested, under 10 active; AID 504894; also: % of control where 0% means no effect
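1) Mix primary human leukocytes, a-CD3 beads and compound. 2) Incubate 48 hr. 3) Add HTRF IL-2 reagents (a-IL-2-K, a-IL-2-d2).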
Chronic BCR inh – blocks chronic active B-cell receptor signaling; actives 0.05% (n = 340,000); Potency, µM (top dose mostly 46.1 µM), without a hit: at the top dose ratio change, negative = lower green/red ratio, actives largely listed as inhibitors; ABC-DLBCL IkBa-CBG/CBR reporter, luminescence ratio, 4 h; AID 493014; active = well fitted inhibition curve with a large enough effect in the signal ratio, with a control signal flat, not every such curve was filed as active; inconclusive = small, poorly fitted or top-dose-only effect, or effect the other way, or a change in a side signal; the % refers to the signal ratio;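 also: potency is read from the fitted curve at half-maximal effect; plate controls were basal doxycycline-induced cells for no effect and cells given 10 µM MG132 for full effect; MG132 reads +100%, hits lower the ratio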
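TMD8 human ABC-DLBCL cells with doxycycline-inducible IκBα–green luciferase fusion and unfused red luciferase, in 0.5% FBS medium; compounds up to 46 uM, 4 h at 37C. Green/red luminescence ratio, filter-overlap corrected, fitted to concentration-response curves.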
Mito fusion yeast – mitochondrial division inhibition or fusion activation; Potency, µM (titrated, usually from 46.1 µM), without a hit: top-dose growth rescue (activation), actives largely listed as activators; S. cerevisiae fusion-defective mutant growth rescue, CellTiterGlo 48 h; AID 485298; actives 0.23% (n = 320,000);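 also: potency is read from the fitted curve at half-maximal effect; % of control where 0% means no effect; nearly all actives have a fitted effect of over 45% in size; temperature-sensitive fusion mutants such as fzo1-1 at 37 °C on non-fermentable ethanol glycerol medium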
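Growth-rescue viability read-out: after 48 h at the non-permissive 37C in glycerol/ethanol YPEG, yeast mitochondrial fusion mutants are measured by CellTiterGlo luminescence; compounds (23 nl pinned per well) restoring growth score as division inhibitors or fusion activators.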
ELG1 DNA repair – blocks ELG1-dependent DNA repair in HEK293T cells. HEK293T ELG1-luciferase reporter, luminescence, 16 h; DNA damage induced by 5-fluorouridine. Potency, µM (highest dose often 46.1 µM), for the others: at the top dose activity change, negative = inhibition, actives largely listed as inhibitors. actives 2.3% (n = 330,000). AID 504467; also: potency is read from the fitted curve at half-maximal effect; % is scaled to controls: 0 for no effect and ±100 for the full control effect; nearly all actives have a fitted effect of over 55% in size
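Overnight (16 hr) co-exposure of 2,000 cells/well to 5-fluorouridine and compound at 37 °C preceded detection. Luciferase was quantified via ONE-Glo luminescence; loss of signal denotes inhibition.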
Integrin act MD – integrin-mediated muscular dystrophy alleviation activation; actives 0.064% (n = 350,000); alpha7betagal myoblasts, beta-gal FDG fluorescence, 48 h; Potency, µM (top dose mostly 38.3 µM), inactives show at the highest dose activation, most hits filed as activators;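 also: potency is read from the fitted curve at half-maximal effect; 100% = response of the positive control SU9516; nearly all actives have a fitted effect of over 60% in size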
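alpha7betagal+/- myoblasts (passage 13, 250/well) treated 48 h at 37C with compounds at 1:260 dilution of DMSO stock. Lysed, then beta-galactosidase activity read as FDG fluorescence (ex 480/em 540) after 30 min, with pre-read for autofluorescence.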
Eya2 phos inh – Eya2 (human) phosphatase inhibition. recombinant Eya2, OMFP fluorescence dephosphorylation (OMFP is methylfluorescein phosphate). Potency, µM (highest dose often 76.9 µM), for the others: at the highest dose activity, negative = inhibition, hits mostly inhibitors. actives 0.006% (n = 330,000). AID 488837; also: potency is read from the fitted curve at half-maximal effect; % is scaled to controls: 0 for no effect and ±100 for the full control effect
Target sequence (O00167 whole entry, looked up): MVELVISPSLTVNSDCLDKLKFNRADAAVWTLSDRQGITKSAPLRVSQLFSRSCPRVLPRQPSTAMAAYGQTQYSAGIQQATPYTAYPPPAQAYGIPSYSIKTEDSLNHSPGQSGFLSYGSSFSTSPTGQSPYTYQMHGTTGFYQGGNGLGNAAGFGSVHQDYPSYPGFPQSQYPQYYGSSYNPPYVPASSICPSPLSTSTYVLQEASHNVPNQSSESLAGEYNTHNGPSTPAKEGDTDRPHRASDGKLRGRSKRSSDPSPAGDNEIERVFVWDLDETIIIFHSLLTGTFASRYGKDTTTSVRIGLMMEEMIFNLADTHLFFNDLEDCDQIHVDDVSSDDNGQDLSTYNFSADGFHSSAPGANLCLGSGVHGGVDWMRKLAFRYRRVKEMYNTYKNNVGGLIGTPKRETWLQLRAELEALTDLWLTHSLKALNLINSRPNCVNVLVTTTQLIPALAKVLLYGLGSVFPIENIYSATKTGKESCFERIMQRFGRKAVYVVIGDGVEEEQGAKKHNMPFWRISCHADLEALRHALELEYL
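Eya2 protein (added as 0.2 uM solution) was preincubated with compound for 10 min at ambient temperature in 50 mM HEPES pH 7.5, 50 mM NaCl, 5 uM MgCl2, 0.05% BSA, 1 mM DTT. OMFP (added at 50 uM) then reacted 10 min; fluorescence read at 485/525 nm.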
A-T KAP1 phos – candidate therapy for ataxia-telangiectasia; Potency, µM (highest dose often 57.5 µM), without a hit: at the top dose activation, usual class: activators; AID 485349; actives 0.19% (n = 320,000); […] A-T fibroblasts, KAP-1 phosphorylation AlphaLISA; neocarzinostatin DNA damage 30 min before lysis; also: potency is read from the fitted curve at half-maximal effect; % of control where 0% means no effect; nearly all actives have a fitted effect of over 45% in size
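ATM-like activity read as KAP-1 phosphorylation via AlphaLISA donor/acceptor antibody pairs after lysis and 6 hr at 25C. Cells were ATM-null patient fibroblasts ([…], hTERT), dosed 60 min, then exposed to the DSB inducer NCS for 30 min.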
Tb PFK inh – inhibitors of T. brucei phosphofructokinase; T. brucei PFK, ADP-Glo luminescence; O15648; AID 485367; actives 0.17% (n = 330,000); Potency, µM (doses to about 57.5 µM), without a hit: at the highest dose activity, negative = inhibition, hits mostly inhibitors;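 also: potency is read from the fitted curve at half-maximal effect; 0% = uninhibited 1x PFK enzyme wells and -100% = no-enzyme wells; nearly all actives have a fitted effect of over 60% in size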
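Compounds were pin-transferred as a titration series up to 57 uM into substrate buffer (0.5 mM F6P, 0.1 mM ATP, pH 8.0), then 1.25 nM PFK was added and reactions ran 45 min before ADP-Glo detection.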
S-ASM inh – human S-ASM enzyme inhibition. actives 0.006% (n = 340,000). AID 504937. Potency, µM (doses to about 57.5 µM), for inactives: top-dose activity change, negative = inhibition, most hits filed as inhibitors. placental ASM, HMU-PC fluorogenic substrate, 60 min. P17405; also: potency is read from the fitted curve at half-maximal effect
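Fluorogenic HMU-PC substrate (9 uM final) is turned over by placental ASM in 60 min at 37 C after a 10 min compound preincubation. Reaction ended by alkaline stop (pH 10), with fluorescence read at 386/447 nm.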
TSHR antag – human thyrotropin receptor antagonism; TSHR-expressing cells, TSH-stimulated cAMP HTRF, 2 h; stronger effect = lower value; activity change, negative = inhibition, % at 11.5 µM; actives 0.2% (n = 330,000);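 active = activity change below a set negative limit, meaning inhibition stronger than a set level, cut at about -70% in these data; inconclusive = activity change between two set negative limits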; also: % is scaled to controls: 0 for no effect and ±100 for the full control effect
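TSHR-expressing cells were treated with compounds, then stimulated with TSH at EC80 (4nM final) for 2 hours at 37 deg C. Cellular cAMP was measured by HTRF competition between lysate cAMP and cAMP-d2 for a cryptate-labelled anti-cAMP antibody.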
TSG101-PTAP inh – blocks PTAP/TSG101 interaction to inhibit HIV-1 budding; Q99816; Fluorescence polarization, FITC-PTAP peptide / Tsg101 binding; Potency, µM (doses to about 115 µM), inactives show top-dose activity change, negative = inhibition, actives largely listed as inhibitors; 340,000 tested, under 10 active; AID 493005; active = well fitted inhibition curve with a large enough effect in the main read-out, with a control signal flat, not every such curve was filed as active; inconclusive = small, poorly fitted or top-dose-only effect, or effect the other way, or a change in a side signal; inactive = no such curve, though single readings can be large or run the other way; also: potency is read from the fitted curve at half-maximal effect; % of control where 0% means no effect
Target sequence (Q99816 whole entry, looked up): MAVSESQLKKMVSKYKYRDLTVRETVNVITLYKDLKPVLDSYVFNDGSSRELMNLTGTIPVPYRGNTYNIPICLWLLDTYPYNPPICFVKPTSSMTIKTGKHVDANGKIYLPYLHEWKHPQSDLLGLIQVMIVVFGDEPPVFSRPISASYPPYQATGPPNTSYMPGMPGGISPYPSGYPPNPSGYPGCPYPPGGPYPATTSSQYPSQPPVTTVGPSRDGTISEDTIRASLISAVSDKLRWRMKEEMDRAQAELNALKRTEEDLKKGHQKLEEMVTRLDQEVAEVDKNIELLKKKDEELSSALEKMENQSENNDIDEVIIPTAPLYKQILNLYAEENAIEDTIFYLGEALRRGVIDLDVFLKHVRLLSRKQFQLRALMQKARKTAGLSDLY
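Compounds were pin-transferred onto Tsg101 binding domain (10 uM final) in HEPES pH 7.5 buffer, then FITC-PTAP peptide was added at 50 nM final. After 20 min at RT, polarization reported peptide displacement across a qHTS concentration series.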
An asterisk follows results filed as active; ? = inconclusive; . = no result given; [ ] = another dose, or the depositor's remark. Unless noted, calls follow the shape of the dose curve; as a rule, active = well fitted curve in the direction sought with a large enough effect; inconclusive = small, poorly fitted or top-dose-only effect, or another doubt; inactive = no such curve, though single readings can be large; an effect the other way counts as inactive or inconclusive. Compounds were not picked by outcome; 3.2% or so of the library scored in one or more.

SMILES	TCR activator	Chronic BCR inh	Mito fusion yeast	ELG1 DNA repair	Integrin act MD	Eya2 phos inh	A-T KAP1 phos	Tb PFK inh	S-ASM inh	TSHR antag	TSG101-PTAP inh
C=CCN(C(=O)Cn1nnc2ccccc21)C(C(=O)NCCOC)c1ccc(OC)cc1OC (stereo not given)	-7%	-1%	1%	5%	15%	-11%	-8%	-3%	-1%	16	-7%
Cc1cc(NC(=O)c2ccc(NC(=O)C3CC3)cc2)no1	0%	9%	1%	?	7%	-9%	12%	-12%	1%	3	-3%
Cc1ccc(-n2ccc(=O)c(-c3ccnc(SCc4cccc(Cl)c4)n3)n2)cc1	3%	5%	10%	0%	7%	16%	1%	-9%	22%	-8	-4%
COc1ccc(OC)c(C(=O)N2CCC(C(=O)c3ccc(F)cc3)CC2)c1	2%[46.1 µM]	-17%	1%	?	19%	-1%	.	-2%	2%	-12	-2%
C=CCn1c(NC(=O)c2ccco2)nc2ccccc21	-4%	?	1%	-5%	15%	6%	32%	-8%	0%	-17	-5%
O=c1[nH]cnc2c1c(-c1ccccc1)cn2-c1ccccc1	-2%	?	-25%	9%	16%	-17%	3%	0%	1%	5	-2%
Cc1ccc(C)c(NC(=O)C(NCC(C)(C)N2CCOCC2)c2ccccc2)c1 (stereo not given)	.	3%	-2%	2%	12%	-1%	5%	8%	2%	2	0%
CCCCC(=O)Nc1ccccc1C(C)C	.	?	-3%	-2%	.	-3%	-4%	2%	.	5	.
CCc1ccc(N2C(=O)CN(Cc3sccc3C)C2=S)cc1	-3%	?	27%	-25%	-44%	-4%	5%	0%	-7%	-6	-1%
Cc1ccc(C(C)C)c(OCC(=O)NNC(=O)C(C(C)C)N2C(=O)c3ccccc3C2=O)c1 (stereo not given)	2%	1%	6%	0%	-5%	-4%	-3%	3%	-4%	14	-7%
O=[N+]([O-])c1ccc(N(CCO)Cc2ccccc2)c([N+](=O)[O-])c1	5%	-2%	4%	4%	0%	-4%	-13%	0%	-8%	1	-1%
CN(C)CCN(Cc1ccc(Cl)cc1)c1ccccn1	0%	-2%	-5%	20%	.	-2%	11%	-13%	-3%	12	1%
CC(=O)c1cccc(NC(=O)CCNS(=O)(=O)c2cccc(C(C)=O)c2)c1	4%	-5%	0%	?	4%	1%	-5%	-2%	-3%	4	-12%
CCCC(C)C(=O)NCc1ccccc1OC (stereo not given)	-3%	1%	-4%	11%	5%	-2%	-1%	0%	-3%	9	-4%
NC(=S)NN=Cc1ccc(-c2ccc(S(=O)(=O)Nc3ncccn3)cc2)o1	1%	1%	.	3%	4%	12%	9%	?	89%[activator]	-16	-4%
O=C(O)c1ccc2cc[nH]c2c1	-1%	0%	1%	4%	18%	17%	2%	-3%	1%	0	0%
Cc1cc(C)n2c(SCC(=O)Nc3ccccc3C#N)nnc2n1	9%	1%	1%	6%	-6%	-1%	-2%	-1%	3%	-6	-1%
O=C(Nc1cccn2ncnc12)C(Cl)Cl	-7%	?	-2%	-5%	-16%	-8%	4%	5%	2%	12	-4%
Cn1ncc2c(Nc3ccccc3Cl)nc(Cl)nc21	3%	-1%	-9%	13%	-2%	3%	7%	4%	0%	-7	-3%
O=C(c1ccc(N2CCC3(CC2)OCCO3)c([N+](=O)[O-])c1)N1CCOCC1	.	0%	-3%	11%	10%	?	2%	4%	-4%	-3	-3%

Results in TSHR antag, A-T KAP1 phos and S-ASM inh, for six of the compounds above:
structure | TSHR antag | A-T KAP1 phos | S-ASM inh
CCCC(C)C(=O)NCc1ccccc1OC (stereo not given) | 9 | -1% | -3%
NC(=S)NN=Cc1ccc(-c2ccc(S(=O)(=O)Nc3ncccn3)cc2)o1 | -16 | 9% | 89%[activator]
O=C(O)c1ccc2cc[nH]c2c1 | 0 | 2% | 1%
Cc1cc(C)n2c(SCC(=O)Nc3ccccc3C#N)nnc2n1 | -6 | -2% | 3%
O=C(Nc1cccn2ncnc12)C(Cl)Cl | 12 | 4% | 2%
Cn1ncc2c(Nc3ccccc3Cl)nc(Cl)nc21 | -7 | 7% | 0%

Part of the list above in order of count of non-hydrogen atoms, lowest first:
SMILES	TCR activator	Chronic BCR inh	Mito fusion yeast	ELG1 DNA repair	Integrin act MD	Eya2 phos inh	A-T KAP1 phos	Tb PFK inh	S-ASM inh	TSHR antag	TSG101-PTAP inh
CN(C)CCN(Cc1ccc(Cl)cc1)c1ccccn1	0%	-2%	-5%	20%	.	-2%	11%	-13%	-3%	12	1%
Cc1cc(C)n2c(SCC(=O)Nc3ccccc3C#N)nnc2n1	9%	1%	1%	6%	-6%	-1%	-2%	-1%	3%	-6	-1%
CC(=O)c1cccc(NC(=O)CCNS(=O)(=O)c2cccc(C(C)=O)c2)c1	4%	-5%	0%	?	4%	1%	-5%	-2%	-3%	4	-12%

(further entries)
SMILES	TCR activator	Chronic BCR inh	Mito fusion yeast	ELG1 DNA repair	Integrin act MD	Eya2 phos inh	A-T KAP1 phos	Tb PFK inh	S-ASM inh	TSHR antag	TSG101-PTAP inh
COc1ccccc1N1CCN(/N=C/C(Cl)=C/c2ccccc2)CC1	0%	1%	-2%	?	-25%	-13%	-10%	0%	-5%	-8	0%
O=C(Cn1c(=S)[nH]c2ccccc21)c1ccccc1	-6%[46.1 µM]	0%	4%	2%	29%	5%	2%	-8%	6%	19	-12%
CC(C)(C)NC(=O)C(c1c[nH]c2ccccc12)N(C(=O)Cn1nnc(-c2ccc(F)cc2)n1)c1cccc(O)c1 (stereo not given)	0%[46.1 µM]	?	-5%	?	24%	2%	1%	0%	-23%	-14	-3%
CN(Cc1cccc(F)c1)C(=O)c1cc(S(=O)(=O)N2CCOCC2)ccc1N1CCCC1	1%	5%	-4%	-8%	9%	-5%	5%	21%	-1%	-32	-10%
CC(C)Cn1c(N)c(C(=O)COC(=O)c2cccn2C)c(=O)n(C)c1=O	4%	3%	.	9.2µM*	-11%	-24%	2%	-1%	-8%	.	-4%
Cc1cccc(NC(=S)NC(=O)/C=C/c2ccco2)c1	7%	?	3%	?	5%	11%	-5%	-1%	-1%	-8	-2%
Cc1ccc(NC(=O)CCc2nnc3ccc(NCc4ccco4)nn23)cc1F	-9%	-4%	-7%	4%	1%	-2%	-9%	1%	-7%	20	-4%
O=C1NN(c2cccc(Br)c2)C(=O)/C1=C\c1ccc(O)cc1	11%	8%	-28%	12%	2%	6%	-1%	24%	-5%	1	-4%
CC(Oc1ccc(C(=O)NCCc2ccccc2)cc1)C(=O)O (stereo not given)	-5%	?	1%	?	-1%	4%	-6%	0%	6%	12	-3%
Cn1cc(C(=O)N/N=C/c2ccc3c(c2)OCO3)c2ccccc21	-7%	?	0%	7%	13%	-12%	22µM*	-3%	-2%	0	2%
C=CCNC(=O)c1onc(CSc2ccccc2C)c1C(=O)O	-3%	?	1%	-1%	-5%	20%	7%	1%	12%	10	2%
COc1ccc(Nc2c3c(nc4c(-c5ccccc5)c(C)nn24)CCC3)cc1	-13%[46.1 µM]	2%	-10%	15µM*	-19%	5%	8%	0%	3%	0	0%
CC(C)(C)NC(=O)C(=O)NN=C1CCCCCCC1	1%	1%	-4%	9%	8%	-5%	1%	-1%	3%	4	0%
COc1ccc(C/C(N)=N/OC(C)=O)cc1OC	1%[46.1 µM]	1%	-4%	-2%	-6%	0%	-3%	0%	3%	1	0%
COc1ccc(OCC(=O)Nc2cccc(-c3nc4ccccc4o3)c2)cc1	-13%	?	2%	?	18%	-19%	1%	-20%	-3%	-16	0%
O=C(NCc1ccc2c(c1)OCO2)C(=O)NCC1CCCO1 (stereo not given)	3%	?	7%	-7%	-5%	12%	2%	-10%	5%	-4	-4%
O=C(CCC(=O)N1CCOc2ccccc21)NCCCN1CCN(Cc2ccccc2)CC1	-1%	?	3%	4%	-16%	9%	9%	5%	-3%	68	-6%
